ASAP1 inh – inhibitors of human ASAP1 ArfGAP activity, primary screen, biochemical, fluorescence polarization. hit rate 0.19% among 360,000. ASAP1-stimulated ARF1 GTP hydrolysis, GDP FP detection. inhibition, % at 16.5 µM. AID 624377, 2012. Arf-GAP with SH3 domain, ANK repeat and PH domain-containing protein 1 (Homo sapiens), …; in the data active means inhibition above about 25%;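 further: 0% = vehicle with enzyme and substrate and 100% = no enzyme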
SIAE primary – human SIAE inhibitors, primary screen, biochemical, fluorescence polarization, FP-Rh probe, 1536-well HTS. Sialate O-acetylesterase (Homo sapiens), Q9HAT2. AID 1053197, 2014. inhibition, % at 9.66 µM. hit rate 0.69% among 370,000. SIAE FP-Rh probe binding;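 active means inhibition above a cutoff: mean of compounds within the control limits plus 3 SD of those, cut at about 17% in these data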;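 further: 0% = plate median of compound wells and 100% = probe without SIAE protein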
Tn7 DDE FP – inhibitors of Tn7 peptide binding to fibrin DD(E), primary screen, biochemical, fluorescence polarization, human fibrin, Tn7 probe; Fibrinogen beta chain (Homo sapiens), P02675; FP displacement of FITC-Tn7 peptide from fibrin DD(E); 0% = median of compound wells per plate; inhibition, % at 8.3 µM; hit rate 0.13% among 370,000;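 active means inhibition above the mean of compounds falling within the control limits plus 3 SD of them, cut at about 14% in these data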;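 further: 0% = plate median of compound wells and 100% = 10 µM Aha-Tn7 peptide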
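Test system – human fibrin DD(E) · Times – 10 min preincubation, 3 h with tracer, room temperature · Detection – fluorescence polarization of the labelled Tn7 tracer · Measure – percent inhibition normalized to high-control wells · Benchmarks – high control wells with 10 µM unlabelled Aha-Tn7 peptide (full inhibition) · Repeats – singlicate testing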
ARFGAP1 inhibitor – inhibitors of rat ARFGAP1 GAP activity, primary screen, biochemical, fluorescence polarization, GDP tracer; hit rate 0.26% among 360,000; ADP-ribosylation factor GTPase-activating protein 1 (Rattus norvegicus), Q62848; AID 651572, 2012; inhibition, % at 16.5 µM; Arfgap1-stimulated ARF1 GTP hydrolysis, GDP FP detection;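 active means inhibition above a per-plate limit, mean inhibition of low control wells plus 3 SD, cut at about 25% in these data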;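 further: 0% = DMSO wells with enzyme and 100% = wells lacking Arfgap1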
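Assay system: Rat Arfgap1 GAP domain (His6, aa 1-136), purified enzyme | Buffer or medium: HEPES 25 mM pH 7.5, NaCl 150 mM, MgCl2, DTT | Schedule: GTP hydrolysis reaction 2 h at 25 °C | Signal: FP of antibody-bound GDP Alexa 633 tracer, ex 620/em 688 nm | Measure: Percent inhibition of Arfgap1-stimulated GTP hydrolysis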
ADAM17 inh – ADAM17 inhibitors, primary screen, biochemical, QFRET; Disintegrin and metalloproteinase domain-containing protein 17 (Homo sapiens), P78536; recombinant ADAM17, EDANS/DABCYL FRET peptide cleavage; inhibition, % at 6.95 µM; hit rate 0.83% among 370,000;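 active means inhibition above the mean of compounds lying between control limits plus 3 SD, set per campaign, cut at about 8.5% in these data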;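 further: 0% = DMSO-only wells as the low control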
ADAM10 inh – human ADAM10 inhibitors, primary screen, biochemical, QFRET, HTS; inhibition, % at 7 µM; recombinant ADAM10, EDANS/DABCYL FRET peptide cleavage, 3 h; Disintegrin and metalloproteinase domain-containing protein 10 (Homo sapiens), O14672; hit rate 0.62% among 370,000;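 active means inhibition above a per-campaign cutoff equal to the mean of compounds falling between control-based bounds plus 3 SD, cut at about 20% in these data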;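 further: 0% = DMSO wells while the 100% control is not disclosed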
TDP2 inh – human TDP2 enzyme inhibitors, primary screen, biochemical, epi absorbance, recombinant enzyme; Tyrosyl-DNA phosphodiesterase 2 (Homo sapiens), O95551; T5PNP hydrolysis, p-nitrophenol absorbance 415 nm; inhibition, % at 12.8 µM; hit rate 0.34% among 370,000;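 active means inhibition above the mean of all tested compounds plus 3 SD, set per campaign, cut at about 25% in these data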;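 further: 0% = DMSO with enzyme and 100% = buffer with substrate but no TDP2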
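System – recombinant human TDP2 · Quantity – TDP2 enzyme at 120 nM final · Doses – single concentration, 12.8 µM nominal, with 1% DMSO · Incubation – 2 h at 37 °C · Measured by – epi absorbance of p-nitrophenol freed from T5PNP by hydrolysis · Read-out – % inhibition relative to enzyme-containing and enzyme-free wells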
PLCg1 inh – PLC-gamma1 enzyme inhibitors, primary screen, biochemical, fluorescence, purified enzyme; 1-phosphatidylinositol 4,5-bisphosphate phosphodiesterase gamma-1 (Homo sapiens), P19174; fluorogenic substrate; inhibition, % at 12.2 µM; hit rate 0.84% among 370,000; AID 720700, 2013; in the data active means inhibition above about 9.5%
Target sequence (P19174 whole entry, looked up): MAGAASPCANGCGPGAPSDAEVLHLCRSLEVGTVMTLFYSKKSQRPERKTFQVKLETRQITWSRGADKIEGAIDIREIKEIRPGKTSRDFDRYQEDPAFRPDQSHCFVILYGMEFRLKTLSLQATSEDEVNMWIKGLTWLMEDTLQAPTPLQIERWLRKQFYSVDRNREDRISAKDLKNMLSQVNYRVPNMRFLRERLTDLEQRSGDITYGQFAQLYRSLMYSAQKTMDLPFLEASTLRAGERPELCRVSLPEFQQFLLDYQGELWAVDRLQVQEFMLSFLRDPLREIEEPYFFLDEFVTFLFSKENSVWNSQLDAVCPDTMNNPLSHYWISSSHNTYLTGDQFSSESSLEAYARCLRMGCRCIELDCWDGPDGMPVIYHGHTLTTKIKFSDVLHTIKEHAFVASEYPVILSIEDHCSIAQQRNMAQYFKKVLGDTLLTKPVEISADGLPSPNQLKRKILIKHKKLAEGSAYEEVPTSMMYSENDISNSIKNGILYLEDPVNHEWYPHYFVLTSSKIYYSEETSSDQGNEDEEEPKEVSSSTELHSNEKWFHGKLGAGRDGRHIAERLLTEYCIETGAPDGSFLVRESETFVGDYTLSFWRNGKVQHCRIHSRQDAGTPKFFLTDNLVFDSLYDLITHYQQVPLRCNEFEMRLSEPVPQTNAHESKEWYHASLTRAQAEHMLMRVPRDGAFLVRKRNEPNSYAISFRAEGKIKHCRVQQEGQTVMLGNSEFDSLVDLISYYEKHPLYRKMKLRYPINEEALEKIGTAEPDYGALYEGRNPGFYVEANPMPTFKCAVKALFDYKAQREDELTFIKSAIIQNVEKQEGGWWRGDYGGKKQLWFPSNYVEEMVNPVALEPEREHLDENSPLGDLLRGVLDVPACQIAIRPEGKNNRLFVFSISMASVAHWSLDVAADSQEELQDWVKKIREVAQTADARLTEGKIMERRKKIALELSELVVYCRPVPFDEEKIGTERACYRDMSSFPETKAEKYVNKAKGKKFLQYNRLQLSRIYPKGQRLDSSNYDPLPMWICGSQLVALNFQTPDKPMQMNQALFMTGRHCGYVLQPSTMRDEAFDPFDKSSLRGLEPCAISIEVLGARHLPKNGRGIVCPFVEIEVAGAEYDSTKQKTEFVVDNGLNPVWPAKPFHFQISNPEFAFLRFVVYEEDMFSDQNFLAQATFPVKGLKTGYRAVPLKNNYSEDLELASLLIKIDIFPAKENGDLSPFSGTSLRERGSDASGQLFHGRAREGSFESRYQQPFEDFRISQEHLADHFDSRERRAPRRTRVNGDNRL
PLC-beta3 inh – human PLC-beta3 inhibitors, primary screen, biochemical, fluorescence | hit rate 0.18% among 370,000 | 1-phosphatidylinositol 4,5-bisphosphate phosphodiesterase beta-3 (Homo sapiens), Q01970 | Purified PLC-beta3, fluorogenic substrate | inhibition, % at 12.2 µM; in the data active means inhibition above about 11%;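 further: 0% = median of compound wells on plate and 100% = full blocker control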
DDE Tn6 FP inh – inhibitors of Tn6 peptide binding to fibrin DD(E), primary screen, biochemical, fluorescence polarization, human fibrin, Tn6 probe; inhibition, % at 8.3 µM; hit rate 0.21% among 370,000; Fibrin DD(E) TRITC-Tn6 fluorescence polarization displacement; AID 720509, 2013;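 active means inhibition above a per-campaign cutoff: mean of compounds within control limits plus 3 SD, cut at about 15% in these data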;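 further: 0% = median of all compound wells on the plate and 100% = blocking peptide control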
* marks the source's active call; other numbers are inactive results; i = inactive. Rows are unselected; any-hit rate near 3.6%.

SMILES	ASAP1 inh	SIAE primary	Tn7 DDE FP	ARFGAP1 inhibitor	ADAM17 inh	ADAM10 inh	TDP2 inh	PLCg1 inh	PLC-beta3 inh	DDE Tn6 FP inh
COc1cc(CC(=O)O)c([N+](=O)[O-])cc1OC	6	4	2	2	-2	2	11	-1	-5	2
O=C(/C(=N\O)n1cncn1)c1ccc(Br)cc1Br	8	-4	-5	4	-4	5	5	-2	1	-3
CN[C@@H](CO)C(=O)NC[C@H]1O[C@@H](n2cc(C)c(=O)[nH]c2=O)C[C@@H]1O	6	5	-3	-4	-5	-10	0	1	0	1
COc1ncnc2sc3c(c12)CCCC3	6	4	-11	0	-3	-5	3	0	3	1
CCOc1ccc(N2C(=O)CS/C2=N/NC(=O)COc2ccc3ccccc3c2)cc1	-2	-7	-5	11	5	2	-14	8	2	2
Cc1cc(-c2nnc(CCC(=O)NC(C)c3ccc(F)cc3)o2)no1 (stereo not drawn)	-1	-1	4	5	-4	2	-5	-2	-1	-3
CCOC(=O)C1(CCCc2ccccc2)CCN(C(=O)CCN2CCCCC2=O)CC1	-13	5	-7	8	-2	2	2	4	-5	4
O=C(C1=C(O)C(=O)N(Cc2ccco2)C1c1ccccc1F)c1cccs1 (stereo not drawn)	-2	-1	-1	3	-2	-1	9	-15	-17	1
CC(C)(C)C(=O)N1CCN(C(=O)c2ccco2)CC1	-7	3	4	-8	-1	-4	1	1	-7	-7
O=C(Nc1ccc(C(=O)N2CCN(c3ccc(F)cc3)CC2)cc1)C1=CSCCO1	-16	0	2	-10	0	-3	9	3	-3	3
CC(C)CC(=O)NC(=S)N1CCCCCC1	6	9	1	0	0	-70	-4	0	5	0
O=C(N/C(=C/c1ccco1)C(=O)N1CCOCC1)c1ccc([N+](=O)[O-])cc1	1	4	0	-3	-4	-1	15	-6	-19	-7
COC(=O)[C@@]12C[C@@H](CC(=O)NCc3ccc(C)o3)C(=O)N(Cc3cccc4ccccc34)C1=CCC(C)(C)C2	-5	1	-6	6	8	10	-2	3	6	-3
O=C(/C=C/c1ccccc1)NCCc1ccccc1	20	4	5	5	-2	-13	6	2	2	-2
COC(=O)C[C@H]1C=C[C@H](NC(=O)C2CCOCC2)[C@@H](CO)O1	-1	-1	4	5	-4	-5	8	0	1	7
COc1ccc(S(=O)(=O)Nc2ccc(S(=O)(=O)Nc3nccs3)cc2)cc1	16	6	1	-1	-3	1	13	0	-7	3
Cc1ccc(NC(=O)c2sc3nc(N4CCOCC4)c4c(c3c2N)CC(C)(C)OC4)cc1	4	3	3	2	-31	-70	-14	-264	-393	-6
Cc1cccc(C)c1NC(=O)C1c2cccc[n+]2CC(=O)N1Cc1cccs1 (stereo not drawn)	8	1	4	2	-4	-4	8	-7	-7	4
Cc1ccc2sc(NNC(=O)c3ccc4c(c3)OCCO4)nc2c1C	-2	2	8	7	-3	-20	-1	-3	-10	5
CCc1cc2c(=O)[nH]cnc2s1	-1	4	7	3	-5	2	5	-1	-3	-8
CCOC(=O)[C@@H]1[C@H]2COc3ccccc3[C@@H]2N2C(=O)N(c3ccc(C)cc3)C(=O)[C@@]12C	14	-1	7	-5	-4	4	3	2	1	2
CN(C)C(=O)CSc1nnc([C@H](Cc2c[nH]c3ccccc23)NC(=O)OC(C)(C)C)o1	2	-2	3	10	-5	-13	-2	5	-3	2
Cc1ccc(-c2cc(-c3ccc(C)o3)nc(N)c2C#N)cc1	4	-3	3	-5	-177	i	-7	-246	-305	7
C[C@@]12C(=O)Nc3ccccc3C(=O)N1[C@H]1c3cc(Cl)ccc3OC[C@@H]1[C@@H]2c1ccccc1	8	-61	-2	7	3	18	5	-4	-1	-8
COc1cc(CN(CC2CCCO2)C(=O)c2cccs2)cc(OC)c1OC (stereo not drawn)	-6	4	-2	-4	-2	-10	-3	0	-9	7
CCN(CC)Cc1cc(C(=O)O)c(-c2ccccc2)o1	18	-3	4	-1	-6	0	-8	-1	-11	6
Clc1ccc2nc(CN3CCCCC3)cn2c1	5	5	-9	8	6	1	-14	4	7	0
O=C(O)Cc1sc(-c2ccc(Cl)cc2)nc1-c1ccccc1	1	4	-1	-3	-11	-21	5	-2	-2	-6
Cc1ccc(CNC(=O)C2CCCN(S(=O)(=O)c3c(C)[nH]c(=O)[nH]c3=O)C2)cc1 (stereo not drawn)	-9	4	0	-1	1	0	-1	3	2	4
Cc1ccc(S(=O)(=O)N2CCN(C(=O)CCC(=O)Nc3ccc(F)cc3F)CC2)cc1	3	-3	-9	1	1	-1	-3	6	-4	-1
Cc1cccnc1CN1CCN(C(=O)c2cc(COc3ccc4ncccc4c3)on2)CC1	17	8	-4	3	-6	-8	9	-2	-10	0
COc1ccc(CCC(C)NCCc2ccc(Cl)cc2Cl)cc1 (stereo not drawn)	0	2	1	8	-4	2	-5	5	-5	-6
COc1ccc(S(=O)(=O)NC(C)C(=O)NCCN2CCOCC2)cc1Cl (stereo not drawn)	0	0	-5	-4	-1	-16	6	-3	-7	-2
O=C(Nc1c(-c2ccccc2)nc2ccccn12)c1ccco1	-5	4	5	-11	-5	-5	-1	-4	1	6
CS(=O)(=O)Nc1ccc2c(c1)ncn2CCc1ccccc1	12	-5	5	-5	0	2	0	2	-4	4
N#Cc1cccc(CN2C=NS(=O)(=O)c3ccccc32)c1	-11	1	-10	5	1	-2	8	-1	-2	-2
CC(=O)NC1CC2CCCC(C1)N2S(=O)(=O)c1ccccc1 (stereo not drawn)	-11	-2	-4	6	-3	-9	-9	2	0	-2
CC(=O)c1ccc(N2CCN(CC(=O)Nc3cc(C)on3)CC2)cc1	1	0	-1	2	-4	-5	11	0	-8	5
O=C(O)c1ccn2c(C(=O)c3ccc(Cl)cc3)c(-c3ccccc3)cc2c1	-4	-9	0	3	-3	2	-11	-64	-98	-4
COc1cc(-c2nc3ccc(C)cn3c2Nc2ccc3c(c2)OCCO3)ccc1O	13	1	2	0	-206	-386	-3	i	i	2
COc1ccccc1NC(=O)NC1(C(=O)NCC2CCCO2)CCCCC1 (stereo not drawn)	-8	5	-4	1	0	-3	5	3	-4	1
CSc1ccccc1NC(=O)c1ccc(N2CCCC2=O)cc1	-4	-3	-7	2	-2	-4	-5	5	-4	3
COc1ccc2c(c1OC)C(CC(C)=O)N1CCc3cc4c(cc3C1C2=O)OCO4 (stereo not drawn)	5	1	5	-2	-4	-6	4	-12	-13	4
CCc1cc2c(SCC(=O)Nc3ccc(Cl)cn3)ncnc2s1	-9	-6	2	8	-1	-3	-6	1	1	9
COc1cc2c(cc1OC)C(C)N(C(=S)NC(=O)c1ccccc1)CC2 (stereo not drawn)	3	-11	0	4	-14	-24	-4	-6	-12	-14
O=C(CSc1nc2ccc(Cl)cc2[nH]1)Nc1ccc2c(c1)CCC2	1	-2	-5	1	5	13	-11	3	3	-8
N#Cc1c(NC(=O)/C=C/c2ccco2)sc2c1CCCC2	16	-3	-1	7	-2	-12	-9	-77	-98	6
O=S(=O)(NN=C1CCCCCCC1)c1ccc(Br)cc1	10	-1	-8	-2	-2	1	2	0	3	0
CC(C)(C)OC(=O)N/N=C\C=C\c1ccc2c(c1)OCO2	6	-2	-14	-1	-10	-40	-3	-7	-7	1
CCOc1cc(/C=C/C(=O)O)ccc1OCCO	6	9	5	3	-4	-14	11	-2	0	0

Three compounds already listed, sorted by the number in TDP2 inh, low to high:
| Molecule | ASAP1 inh | SIAE primary | ARFGAP1 inhibitor | ADAM17 inh | ADAM10 inh | TDP2 inh | PLCg1 inh | PLC-beta3 inh | DDE Tn6 FP inh |
| --- | --- | --- | --- | --- | --- | --- | --- | --- | --- |
| Cc1ccc(NC(=O)c2sc3nc(N4CCOCC4)c4c(c3c2N)CC(C)(C)OC4)cc1 | 4 | 3 | 2 | -31 | -70 | -14 | -264 | -393 | -6 |
| O=C(Nc1c(-c2ccccc2)nc2ccccn12)c1ccco1 | -5 | 4 | -11 | -5 | -5 | -1 | -4 | 1 | 6 |
| O=C(C1=C(O)C(=O)N(Cc2ccco2)C1c1ccccc1F)c1cccs1 (stereo not drawn) | -2 | -1 | 3 | -2 | -1 | 9 | -15 | -17 | 1 |

The list goes on:
SMILES	ASAP1 inh	SIAE primary	Tn7 DDE FP	ARFGAP1 inhibitor	ADAM17 inh	ADAM10 inh	TDP2 inh	PLCg1 inh	PLC-beta3 inh	DDE Tn6 FP inh
Cc1nc2c(nnn2Cc2ccccc2Cl)c(=O)[nH]1	-2	8	-1	7	0	5	3	2	-6	-10
Cc1nnc(N2C(=O)C(=O)/C(=C(\O)c3ccc4c(c3)CC(C)O4)C2c2ccccc2)s1 (stereo not drawn)	-1	3	-1	-2	-2	-9	-13	-12	-14	2
Cc1cccc(C(=O)NCC(=O)NC(C)c2ccc(-n3ccnc3)cc2)c1 (stereo not drawn)	-19	2	-9	11	0	-13	1	6	-2	0
Cc1ccc(NC(=O)CC(=O)c2ccc([N+](=O)[O-])cc2)cc1S(=O)(=O)Nc1cccc(Cl)c1	3	-41	7	14	4	13	1	3	3	-10
Cc1c(C#N)c(N)nc2c3c(sc12)NC(=O)CC3c1ccc(F)cc1 (stereo not drawn)	8	-7	1	5	-6	-12	0	-1	0	-2
Cc1nn(-c2ccccc2)c2c1C(c1ccc(F)cc1F)C(C#N)=C(N)O2 (stereo not drawn)	23	2	-8	-4	2	8	62*	4	1	-4
CCOc1ccc(N=c2oc3cc(O)ccc3cc2C(=O)NCC2CCCO2)cc1 (stereo not drawn)	14	9	4	0	-280	i	4	-153	-222	2
COc1ccc(/C=C/C(=O)OCc2csc(-c3ccccc3)n2)cc1OC	0	-5	-12	1	-6	-17	0	-22	-39	0
CC1=C(C(=O)Nc2ccccc2)C(c2ccc(C)o2)n2c(s/c(=C\c3ccco3)c2=O)=N1 (stereo not drawn)	15	-4	1	2	0	-6	-1	-20	-33	-7
COc1ccc2c(c1)c(C(=O)N/N=C/c1cn(C)c3ccccc13)c(C)n2C	-11	-2	4	3	-5	1	-1	-4	-6	-3
